Source: PubChem
Mtb BioA inh – inhibitors of Mycobacterium tuberculosis BioA enzyme; inhibition, % at 9.99 µM; purified M. tuberculosis BioA enzyme, plate reader; 0.096% of 360,000 active; in the data active means inhibition above about 40%; inconclusive means no clear call, values can overlap the other calls
CCHFV vOTU inh – blocks the CCHF virus ovarian tumor domain protease; CCHFV vOTU protease, Pep-AMC fluorescence; inhibition, % at 11.5 µM; 0.55% of 370,000 active; AID 651958; further: 0% = vehicle wells with enzyme and 100% = no enzyme wells
MazF activator – activators of E. coli MazEF toxin-antitoxin RNase. activation, % at 20 µM. 0.32% of 350,000 active. AID 504720. FAM/BHQ RNA-DNA oligo cleavage fluorescence, 5 h. P0AE70; in the data active means activation above about 50%
Target sequence (P0AE70 whole entry, looked up): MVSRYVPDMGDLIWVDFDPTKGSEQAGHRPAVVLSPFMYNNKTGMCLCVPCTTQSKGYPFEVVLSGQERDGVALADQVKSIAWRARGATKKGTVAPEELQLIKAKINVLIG
FadD28 binding – M. tuberculosis FadD28 bisubstrate binding inhibition; FadD28 bisubstrate probe binding, fluorescence polarization; inhibition, % at 12.5 µM; 0.22% of 360,000 active; in the data active means inhibition above about 8.5%, passing the limit was not always enough; inconclusive means no clear call, values can overlap the other calls
GDH-TPI inh – GDH-TPI coupled enzyme inhibition counter-screen | GDH-TPI coupled enzyme counterscreen, NADH absorbance | AID 588335 | inhibition, % at 4.8 µM | 1.2% of 360,000 active;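 further: 0% = DMSO wells and 100% = wells lacking the enzyme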
BoNT-F LC inh – blocks Botulinum neurotoxin F light chain protease | AID 588497 | 0.22% of 360,000 active | Multiplex microsphere protease cleavage assay, flow cytometry | inhibition, % at 10 µM; in the data active means inhibition above about 35%, passing the limit was not always enough; inconclusive means no clear call, values can overlap the other calls; further: plate controls were buffer without enzyme for full effect and enzyme alone for no effect
Mtb FBA inh – inhibits M. tuberculosis FBA enzyme; P9WQA3; purified M. tuberculosis FBA, fluorescence read-out; inhibition, % at 1 µM; 2.3% of 360,000 active; in the data active means inhibition above about 27%;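 further: 0% = vehicle and 100% = reference inhibitor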
Target sequence (P9WQA3 whole entry, looked up): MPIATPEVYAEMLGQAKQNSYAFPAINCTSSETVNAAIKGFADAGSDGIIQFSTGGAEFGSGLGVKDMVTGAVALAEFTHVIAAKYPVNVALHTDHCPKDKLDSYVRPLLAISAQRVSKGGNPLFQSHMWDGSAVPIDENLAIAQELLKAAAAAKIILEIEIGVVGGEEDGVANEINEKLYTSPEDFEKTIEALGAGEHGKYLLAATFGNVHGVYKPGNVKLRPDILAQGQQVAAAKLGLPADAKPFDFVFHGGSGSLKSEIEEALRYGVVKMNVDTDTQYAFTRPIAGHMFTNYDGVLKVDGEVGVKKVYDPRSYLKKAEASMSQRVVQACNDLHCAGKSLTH
Rv3671c inh – inhibits the M. tuberculosis serine protease Rv3671c | 0.048% of 320,000 active | inhibition, % at 5.96 µM; in the data active means inhibition above about 38%;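 further: extracellular domain of Rv3671c used as enzyme; 0% = enzyme with DMSO and 100% = no enzyme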
UGM FP inh – Mtb UDP-galactopyranose mutase inhibition; P9WIQ1; inhibition, % at 10 µM; purified UGM, fluorescence polarization probe displacement; AID 504406; 0.06% of 320,000 active; in the data active means inhibition above about 10%, passing the limit was not always enough; inconclusive means no clear call, values can overlap the other calls
VHR inh abs – blocks human VHR1 dual specificity phosphatase; inhibition, % at 13.3 µM; 0.52% of 290,000 active; recombinant VHR phosphatase, pNPP absorbance; AID 1654; in the data active means inhibition above about 50%; further: some compounds called inactive have numbers as strong as hits
Target sequence (P51452 whole entry, looked up): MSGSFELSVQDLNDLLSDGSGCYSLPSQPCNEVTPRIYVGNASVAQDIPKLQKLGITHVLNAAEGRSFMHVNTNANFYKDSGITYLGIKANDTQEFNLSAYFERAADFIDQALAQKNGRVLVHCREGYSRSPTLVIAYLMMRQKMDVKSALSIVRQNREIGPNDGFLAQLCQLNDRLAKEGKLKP
Numbers without * were called inactive; ? = inconclusive; · = not tested or not shown; & = joins results of further samples. Unless noted, no stated cut-off is given here; in the data, active means inhibition above about 30%; inactive means the rest.

Start of the listing, in advance, 13 compounds:
SMILES	Mtb BioA inh	CCHFV vOTU inh	MazF activator	FadD28 binding	GDH-TPI inh	BoNT-F LC inh	Mtb FBA inh	Rv3671c inh	UGM FP inh	VHR inh abs
COc1ccc(CCNC(=O)CSc2nnc3ccc(-c4ccncc4)nn23)cc1	-0.3	-3	10	-3.9	7	-5	1	10	-1.2	34
O=Cc1cn(-c2ccccc2)nc1-c1cc2c(ccc3ccccc32)oc1=O	-0.7	-7	-26	-2.3	-6	1	12	4	0.0	-17
CN1CC(=O)N(C)c2ncn(Cc3ccccc3)c2C1=O	0.5	4	1	-0.4	3	5	-1	4	-0.7	-1
COc1ccc(S(=O)(=O)Nc2cccc3c2O[C@H](CN(C)C(=O)NC2CCCCC2)[C@@H](C)CN([C@H](C)CO)C3=O)cc1	-2.3&-0.9	-4	1	-1.9	-15	-1	3	2	·	·
O=C(Cc1ccc(F)cc1)N(c1ccccc1)C1C=CS(=O)(=O)C1 (centres undefined)	-4.5	1	-4	-2.4	-1	-1	-1	0	0.5	23
O=C(COc1ccccc1)Nc1ccc(S(=O)(=O)N2CCOCC2)cc1	0.7	9	4	0.7	3	-6	-1	1	-1.7	5
COc1cc(C(=O)NCCc2ccc3c(c2)OCCO3)ccc1OCC(=O)N1CCOCC1	0.3	9	11	-4.8	-10	14	0	-1	0.4	-15
O=C(Cn1cnc2c(cnn2-c2ccc(F)cc2)c1=O)NCCc1ccccc1	-1.2	-3	-9	0.1	1	3	7	3	-1.1	3
Cc1cccc(CS(=O)(=O)c2ncc(Cl)c(C(=O)Nc3nnc(C(C)C)s3)n2)c1	-0.9	·	-1	-2.7	11	2	1	-8	0.5	-31
O=C(Cn1ncc2c1-c1ccccc1OC2)Nc1ccc(S(=O)(=O)N2CCCCC2)cc1	-2.6	12	1	-2.3	11	-10	3	-36	-0.2	25
O=C1CC(c2ccco2)Cc2nc(N3CCN(Cc4ccc5c(c4)OCO5)CC3)ncc21 (centres undefined)	1.2	6	0	-1.8	10	-3	-2	-4	2.9	4
Cc1ccnc(NC(=O)c2ccccc2[N+](=O)[O-])c1	1.2	-7	-3	-0.7	3	-10	1	-2	-0.8	34
C=CCn1c(O)c(N=NC(=O)c2cccnc2)c2cc(Br)ccc21	0.0	2	11	-1.8	27	-5	-6	-3	2.3	13

This part in full, from the start:
SMILES	Mtb BioA inh	CCHFV vOTU inh	MazF activator	FadD28 binding	GDH-TPI inh	BoNT-F LC inh	Mtb FBA inh	Rv3671c inh	UGM FP inh	VHR inh abs
COc1ccc(CCNC(=O)CSc2nnc3ccc(-c4ccncc4)nn23)cc1	-0.3	-3	10	-3.9	7	-5	1	10	-1.2	34
O=Cc1cn(-c2ccccc2)nc1-c1cc2c(ccc3ccccc32)oc1=O	-0.7	-7	-26	-2.3	-6	1	12	4	0.0	-17
CN1CC(=O)N(C)c2ncn(Cc3ccccc3)c2C1=O	0.5	4	1	-0.4	3	5	-1	4	-0.7	-1
COc1ccc(S(=O)(=O)Nc2cccc3c2O[C@H](CN(C)C(=O)NC2CCCCC2)[C@@H](C)CN([C@H](C)CO)C3=O)cc1	-2.3&-0.9	-4	1	-1.9	-15	-1	3	2	·	·
O=C(Cc1ccc(F)cc1)N(c1ccccc1)C1C=CS(=O)(=O)C1 (centres undefined)	-4.5	1	-4	-2.4	-1	-1	-1	0	0.5	23
O=C(COc1ccccc1)Nc1ccc(S(=O)(=O)N2CCOCC2)cc1	0.7	9	4	0.7	3	-6	-1	1	-1.7	5
COc1cc(C(=O)NCCc2ccc3c(c2)OCCO3)ccc1OCC(=O)N1CCOCC1	0.3	9	11	-4.8	-10	14	0	-1	0.4	-15
O=C(Cn1cnc2c(cnn2-c2ccc(F)cc2)c1=O)NCCc1ccccc1	-1.2	-3	-9	0.1	1	3	7	3	-1.1	3
Cc1cccc(CS(=O)(=O)c2ncc(Cl)c(C(=O)Nc3nnc(C(C)C)s3)n2)c1	-0.9	·	-1	-2.7	11	2	1	-8	0.5	-31
O=C(Cn1ncc2c1-c1ccccc1OC2)Nc1ccc(S(=O)(=O)N2CCCCC2)cc1	-2.6	12	1	-2.3	11	-10	3	-36	-0.2	25
O=C1CC(c2ccco2)Cc2nc(N3CCN(Cc4ccc5c(c4)OCO5)CC3)ncc21 (centres undefined)	1.2	6	0	-1.8	10	-3	-2	-4	2.9	4
Cc1ccnc(NC(=O)c2ccccc2[N+](=O)[O-])c1	1.2	-7	-3	-0.7	3	-10	1	-2	-0.8	34
C=CCn1c(O)c(N=NC(=O)c2cccnc2)c2cc(Br)ccc21	0.0	2	11	-1.8	27	-5	-6	-3	2.3	13
CCC(C)n1c(-c2cccs2)nc2nc3ccccc3nc21 (centres undefined)	3.1	-41	-12	-6.1	13	0	53*	-8	2.8	16
CN(C)c1ccc(S(=O)(=O)NCC(=O)N2CCN(S(=O)(=O)c3cccc(F)c3)CC2)cc1[N+](=O)[O-]	0.8	1	7	-3.4	-3	1	-2	·	·	·
Cc1cc(/C=C2\C(=N)N3N=C(c4ccco4)SC3=NC2=O)c(C)n1Cc1ccccc1	·	11	-43	0.2	9	?	3	-32	-1.8	4
C=CCOn1c(C)c(C(C)=O)c2c3nonc3ccc21	·	-1	-1	-0.9	11	0	4	-8	1.2	18
COc1ccc(S(=O)(=O)N2CCN(C)CC2)cc1C	-0.8	-1	0	-0.5	5	-1	3	7	-0.7	25
C=CCn1c(=S)[nH]c2scc(-c3ccc(C)o3)c2c1=O	·	-1	8	3.1	12	10	3	6	-0.4	3
COc1ccc(NC(=O)c2ccc(NC3CC(=O)N(c4ccc(C)cc4C)C3=O)cc2)cc1 (centres undefined)	-1.7	-15	4	-0.8	18	4	3	-14	0.1	1
CC#CCN1c2ccccc2[C@]23C[C@@H](C(=O)OC)N(C(=O)c4ccco4)C2=NC(C(=O)OC)=C(C(=O)OC)[C@H]13	-13	2	-5	-3.8	10	-2	-2	5	-1.4	11
OC(CN1CCN(C(c2ccccc2)c2ccccc2)CC1)c1ccc(Br)cc1 (centres undefined)	-1.2	0	-21	-0.3	-1	-6	-1	4	-1.2	-2
CC(C(=O)NC(=O)NCc1ccccc1)N1C(=O)c2ccccc2C1=O (centres undefined)	1.5	1	11	-1.0	8	26	1	6	-1.0	-12
CN(C(=O)Cn1nnc(-c2ccccc2)n1)C1CCS(=O)(=O)C1 (centres undefined)	·	6	3	-3.7	-1	-3	1	2	0.8	·
CCS(=O)(=O)C(=C1NCCO1)S(=O)(=O)CC	0.1	10	-4	-1.5	3	11	-1	-5	1.8	3
Cc1ccc(CN(C(=O)COc2ccc(Br)cc2)C2CCS(=O)(=O)C2)o1 (centres undefined)	-0.3	22	2	-4.9	-1	-3	-1	1	-1.4	34
O=C(Nc1nnc(C2CC2)s1)C1CCCCN1S(=O)(=O)c1ccccc1 (centres undefined)	1.1	5	3	-0.1	-5	-4	1	-2	·	22
CC(C)CC1C(=O)N(Cc2cn(CC3CCCCC3)nn2)CCS(=O)(=O)N1Cc1ccc(-c2cccc(CO)c2)cc1 (centres undefined)	-3.3	6	-3	-3.9	-1	-6	-3	·	·	·
Cc1nc2ccccn2c1/C(O)=C1\C(=O)C(=O)N(CCN(C)C)C1c1cccnc1 (centres undefined)	2.3	1	2	-0.6	9	-3	3	-1	-1.8	19
Cc1ncc(S(=O)(=O)c2ccccc2)c(-c2ccccc2)n1	-1.0	-6	-4	-1.2	-9	-2	0	2	-0.8	12
Cc1cccc(NS(=O)(=O)c2ccc(C)c(NS(=O)(=O)c3cccs3)c2)c1	·	11	-33	-3.3	7	8	-3	·	·	·
Cc1ccc(NC(=O)c2cc(S(=O)(=O)N3CCCCC3)ccc2N2CCOCC2)cc1F	1.7	-8	-3	-2.8	-2	-9	3	-5	-0.3	-10
CC[C@@]1(C(=O)OC)N[C@H](CN(C)S(=O)(=O)c2ccc(-c3ccccc3)cc2)[C@@H]2C(=O)N(Cc3ccccc3)C(=O)[C@@H]21	-1.8	0	-8	-1.0	9	4	2	-5	·	·
CCN1C(=O)c2cccc3c(NC(=O)c4ccc(S(=O)(=O)N(C)C)cc4)ccc1c23	0.6	-1	-16	-4.5	-3	-1	2	4	-1.6	2
CCOc1ccc2nc(N(CCN(C)C)C(=O)/C=C/c3cccs3)sc2c1	-3.0	·	4	0.8	-2	-2	1	5	0.1	14
COc1ccccc1C(=O)Oc1cc(N)n(S(=O)(=O)c2ccccc2)n1	0.2	0	0	0.4	3	-7	-1	12	3.1	9
CCOc1ccc(CN(C(=O)c2oc3cc(C)ccc3c2C)C2CCS(=O)(=O)C2)cc1 (centres undefined)	0.9	-6	2	-5.6	14	0	-4	-5	0.8	-10
COc1ccccc1C1=NC(c2ccc(F)cc2)N=C1C (centres undefined)	·	-5	-12	-2.0	4	-3	4	2	-1.0	4
CCOC(=O)/C(N=O)=C(\O)C1CCN(C(=O)OCC)CC1	-0.8	5	6	-2.2	-5	-13	-5	6	0.9	-2
CN1CCN(c2nc3c(c(=O)[nH]c(=O)n3C)n2Cc2ccccc2)CC1	-1.6	-2	-1	-1.4	6	?	2	4	0.6	-4
Cc1sc2ccccc2c1CC1=NCCN1	-0.9	-1	0	-0.1	12	6	14	-6	2.5	·
Cc1csc(NC(=O)c2cc3c(C)nn(Cc4ccccc4Cl)c3s2)n1	0.5	0	-4	-3.9	6	-2	0	-37	-1.7	7
CCCCN(CCCC)Cc1ccc(C(=O)NNC(=O)Nc2ccc(Cl)cc2)o1	1.2	-2	3	-3.5	11	-2	-4	5	1.6	16
C=CCn1c(NCc2c[nH]c3ccccc23)nc2ccccc21	2.3	2	1	1.1	11	-6	2	4	0.7	4
Clc1ccc(-c2nnsc2SCc2ccccc2)cc1	-0.8	1	-4	1.3	-5	-7	1	-7	1.6	-4
CC(=O)Oc1cc(OC(C)=O)c2c(=O)c(-c3ccc4c(c3)OCCCO4)c(C)oc2c1	·	-8	-14	-2.5	12	?	27	-1	0.9	8
O=C(CC1Nc2cccc3cccc(c23)NC1=O)Nc1ccc(F)cc1 (centres undefined)	-9.9	13	1	-1.0	5	-3	-1	-1	2.5	28
COc1ccc(NC(=O)CC23CC4CC(CC(Br)(C4)C2)C3)c(OC)c1	·	4	5	-2.3	6	6	1	3	-0.8	2
